# Assay outcomes as filed in PubChem BioAssay.
# AID inh: blocks human AID cytidine deaminase activity; Q9GZX7; AID deamination FRET fluorescence, UDG-coupled, 4 h; Potency, µM (highest dose often 115 µM), without a hit: at the top dose activity change, negative = inhibition, most hits filed as inhibitors; actives 0.32% (n = 91,000); AID 1347428; note: nearly all actives have a fitted effect of over 25% in size
# Target sequence (Q9GZX7 whole entry, looked up): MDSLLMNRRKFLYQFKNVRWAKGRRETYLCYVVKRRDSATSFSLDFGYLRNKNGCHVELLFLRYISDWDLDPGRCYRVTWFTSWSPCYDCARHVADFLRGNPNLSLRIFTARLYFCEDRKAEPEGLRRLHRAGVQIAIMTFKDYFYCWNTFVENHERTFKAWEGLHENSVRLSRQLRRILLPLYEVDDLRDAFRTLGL
# UDG counterscr: UDG inhibition counter-screen; actives 0.14% (n = 91,000); Potency, µM (series often up to 115 µM), for inactives: at the highest dose activity change, negative = inhibition, actives largely listed as inhibitors; FRET deamination/UDG coupled assay, UDG read, 4 h; note: nearly all actives have a fitted effect of over 65% in size
# * hit, by the source's call; ? = inconclusive; [ ] = remark or other dose. Calls come from the whole dose curve; as a rule, active = well fitted curve in the direction sought with a large enough effect; inconclusive = small, poorly fitted or top-dose-only effect, or another doubt; inactive = no such curve, though single readings can be large; an effect the other way counts as inactive or inconclusive. % is set by controls: 0 for no effect and ±100 for the full control effect; potency is the fitted concentration of half-maximal effect. Only part of the results is shown; rates above refer to the full screens.
SMILES,AID inh,UDG counterscr
CCOc1ccc(-n2c(=O)c3sc4ccccc4c3n(Cc3cccc(C)c3)c2=O)cc1,3%,1%
CC1(C)CC(Nc2cc(C(=O)N3CCOCC3)c3ccccc3n2)CC(C)(C)N1,-7%,-1%
O=C(NCc1ccccn1)c1ccc(CN2C(=O)CCn3nccc32)cc1,-11%,14%
Cc1ccc(CN2CC(C(=O)N(C)CC(=O)Nc3c(Cl)cccc3Cl)CC2=O)cc1 (stereo not drawn),1%,-1%
O=C(O)c1cccc(S(=O)(=O)NCC(F)(F)F)c1,-6%,-2%
COc1ccc(CNC(=O)CC(C)n2nc(C)cc2C)cc1 (stereo not drawn),4%,0%
COc1ccccc1CNc1ncnc2c1c(-c1ccccc1)cn2-c1ccc(Br)cc1,?,-1%[57.5 µM]
COc1ccc(NC(=O)CSc2ncc3c(n2)-c2ccccc2N(C)S3(=O)=O)cc1Cl,40%[activator],-13%
O=C(NCc1ccc(F)cc1)c1ccc2c(c1)N(Cc1c(F)cccc1Cl)C(=O)CS2,?,-9%
O=C(Nc1cccc(C(F)(F)F)c1)c1cc(CN2CCOCC2)on1,14%,7%
O=C(NCC1OCCc2ccccc21)c1ccc(NC(=O)c2cccc(Br)c2)cc1 (stereo not drawn),-1%,1%
Cc1ccccc1C(=O)Nc1nc(-c2cc3ccccc3oc2=O)cs1,-19%,0%
Cc1ccc(S(=O)(=O)c2nc(-c3cccc(Cl)c3)oc2NCc2ccccc2)cc1,-8%,?
COc1cc2c(cc1NC(=O)COc1ccc(Cl)cc1)oc1ccccc12,-5%,-12%
COC(=O)c1cc(-c2ccc(C)cc2)nc2onc(-c3ccco3)c12,15%,1%
COc1ccc(N(CC(=O)N2CCN(c3cccc(Cl)c3)CC2)S(=O)(=O)c2c(C)noc2C)cc1,-28%,-9%
CCCCc1ccc(-c2ccccc2)nc1,3%,7%
Cc1ccccc1C(=O)Nc1ccccc1C(=O)OCc1cc(=O)n2ccsc2n1,3%,-7%
O=C(Nc1ccccc1-c1nc(Cc2ccccc2)no1)c1ccncc1,1%,-6%
COc1ccc(CCN2CCC(CNC(=O)c3cnn(-c4ccc(C)cc4)c3C3CCN(C(=O)OC(C)(C)C)CC3)CC2)cc1,?,53%[activator]
O=S(=O)(CCN1CCC2(CC1)OCCO2)c1ccccc1,-5%,-4%
Cc1cccc2[nH]cc(C(=O)/C(C#N)=C\c3ccc(C#N)cc3)c12,-6%,3%
COc1ccc(C(C)(C)C)cc1NC(=O)COC(=O)c1ccc2c(c1)NC(=O)CS2,-4%,4%
O=C(CC1N=C2c3ccccc3N=C(SCc3cccc(F)c3)N2C1=O)NCc1ccc2c(c1)OCO2 (stereo not drawn),?,?
Cc1nc2cccnc2n1-c1cccc(C(=O)NCc2ccc(OC(C)C)cc2)c1,0%,-25%

# Three entries from above, with values under each structure:
# Sequence of screens – AID inh	UDG counterscr
- O=C(CC1N=C2c3ccccc3N=C(SCc3cccc(F)c3)N2C1=O)NCc1ccc2c(c1)OCO2 (stereo not drawn)
 : ?	?
- O=C(NCC1OCCc2ccccc21)c1ccc(NC(=O)c2cccc(Br)c2)cc1 (stereo not drawn)
 : -1%	1%
- COc1ccc(NC(=O)CSc2ncc3c(n2)-c2ccccc2N(C)S3(=O)=O)cc1Cl
 : 40%[activator]	-13%

# The results go on.
SMILES,AID inh,UDG counterscr
CC(=O)Nc1cccc(C(C)NC(=O)Nc2cccc(C(F)(F)F)c2)c1 (stereo not drawn),-14%,-11%
CCC(=O)N1c2ccc(S(=O)(=O)CCC(=O)NCc3ccccc3OC)cc2CC1C (stereo not drawn),7%,0%
CCOc1ccc(C(CC(=O)Nc2ccc(C)cc2C)N2Cc3ccccc3C2=O)cc1OC (stereo not drawn),-20%,?
CC(C)(C)OC(=O)NC1CCN(C(=O)CCCc2cccs2)CC1,-10%,-3%
COc1ccc2c(c1)cc1c(=O)n(CC(=O)NCCCOC(C)C)nc(C)n12,12%,9%
CC(C)CC(=O)Nc1nc2c(s1)C(=O)CC(C)(C)C2,-8%,-11%
CC(NC(=O)NCc1ccn[nH]1)c1ccc2c(c1)OCCO2 (stereo not drawn),4%,10%
N#Cc1nc(C2CC2)oc1N1CCN(Cc2ccccc2Cl)CC1,-10%,-9%
Cc1onc(-c2c(F)cccc2Cl)c1C(=O)Nc1sc(C)c(-c2ccccc2)c1C(N)=O,0%,12%
Cc1ccc(NC(=O)CSc2nc(C)cc(C)c2C(=O)Nc2cccc(C)c2)cc1,8%,8%
CN(C)CCNCc1ccco1,53%[activator],4%
Cc1ccc(C)c(-c2csc(-c3ccc(O)cc3)n2)c1,5%,3%
O=C(NCc1ccccc1)c1ccc(NC(=O)c2nsc3ccccc23)cc1,8%,4%
Cc1cc(-c2ccc(C)c(S(=O)(=O)NCCc3ccc(S(N)(=O)=O)cc3)c2)on1,5%,-1%
COc1ccccc1Nc1ncc(C(=O)Nc2ccc(OC)c(OC)c2)c2ccccc12,11%,-7%
CC1=C(c2ccccc2)S(=O)(=O)N=C1Nc1ccc(C)c(Cl)c1,3%,4%
Cc1ccc(S(=O)(=O)c2nnn(-c3ccc(F)c(Cl)c3)c2N)cc1,8%,3%
CCOC(=O)c1[nH]c2c(c1Cc1ccccc1)C(=O)CC(c1ccc(C(C)(C)C)cc1)C2 (stereo not drawn),?,-18%
COCCNC(=O)CCn1ccc2cc(S(=O)(=O)N3CCCCCC3)ccc21,5%,0%
COc1ccc(CN2CCN(CC=C(C)C)CC2)cc1,1%,6%
NC(=O)c1ccc(NC(=O)C2CCN(S(=O)(=O)Cc3ccccc3)CC2)cc1,17%,40%[activator]
Cc1ccc(N/C=C/C(=O)c2ccc(Cl)cc2Cl)cc1C,3%,2%
Cc1ccc(-c2nc3ccc(C)cc3nc2-c2ccc(C)cc2)cc1,-5%,-10%
c1ccc2sc(CSc3ccc4c(c3)OCCO4)nc2c1,-3%,-2%
CN1CC(=O)N(CC(=O)Nc2cccc(C#N)c2)c2ccccc2C1=O,1%,3%

# Among those listed so far, 3 contain an NH in an aromatic ring:
SMILES,AID inh,UDG counterscr
Cc1cccc2[nH]cc(C(=O)/C(C#N)=C\c3ccc(C#N)cc3)c12,-6%,3%
CC(NC(=O)NCc1ccn[nH]1)c1ccc2c(c1)OCCO2 (stereo not drawn),4%,10%
CCOC(=O)c1[nH]c2c(c1Cc1ccccc1)C(=O)CC(c1ccc(C(C)(C)C)cc1)C2 (stereo not drawn),?,-18%

# The list continues.
SMILES,AID inh,UDG counterscr
c1ccc(CCN(Cc2ccccc2)Cc2ccc(OCc3ccccc3)cc2)cc1,-5%,-12%
CCOc1ccc(CNC(=O)CN(C(=O)C2=C(C)OCCS2)c2ccc(Cl)cc2)cc1OC,-17%,0%
COc1ccc(CC(=O)OCC(=O)c2ccc(OC(=O)c3ccco3)cc2)cc1,-10%,-6%
Cc1cccc(CS(=O)Cc2ccc(Cl)cc2)c1 (stereo not drawn),-1%,3%
O=C(NCCCNC(=O)c1ccccc1F)c1cc2ccccc2[nH]1,-15%,78%[activator]
COc1ccc2c(C)c(CCC(=O)NCc3ccc(OC)c(OC)c3)c(=O)oc2c1,2%,-28%
COc1ccc(C(=O)CSc2nc3sc(C)c(C)c3c(=O)[nH]2)cc1C,4%,8%
CCNC(=O)CNC(=O)c1cc(-c2ccc(F)cc2)nc2ccccc12,-7%,11%
CCOC(=O)c1c(Nc2cccc(C(=O)OC)c2)nnc(-c2ccccc2)c1-c1ccccc1,-20%,-21%
COc1ccc2c(C)c(CC(=O)Nc3ccc(Cn4cncn4)cc3)c(=O)oc2c1,-3%,4%
COc1ccccc1CNC(=O)CSCc1nc(-c2ccc(OC)c(OC)c2)oc1C,-22%,-1%
O=C(NCc1ccccc1)c1cc(C2CC2)nc2ccccc12,-4%,-9%
Cc1ccc(-c2nc(S(=O)(=O)c3ccc(C)cc3)c(N3CCN(c4ccccc4)CC3)o2)cc1,-19%,-10%
CN(CCCNC(=O)c1ccncc1)CC(F)(F)F,-4%,-9%
O=C(N/N=C/c1ccc(C(F)(F)F)cc1)c1cccs1,-4%,-2%
Cc1cccc(-n2ncc3c(NC4CCCCCCCCCCC4)ncnc32)c1,-6%,-6%
Cc1ccc(Cn2c(CO)cnc2SCC(=O)Nc2ccc(C)c(Cl)c2)cc1,?,2%
Cc1cc([N+](=O)[O-])ccc1NC(c1nnc(-c2ccccc2)o1)c1ccccc1F (stereo not drawn),27%,-9%
CCc1ccc2c(CN(CC)Cc3nc4ccccc4c(=O)[nH]3)cc(=O)oc2c1,-4%,-2%
Nc1c(C(=O)Nc2ccc(C(=O)O)cc2)sc2nc3c(cc12)CCCC3,54%[57.5 µM],-11%[57.5 µM]
O=C(Nc1ccc(Cl)c(C(F)(F)F)c1)C(Cl)c1ccccc1 (stereo not drawn),-6%,-1%
COc1cc(C2Nc3cc(C)c(C)cc3NC3=C2C(=O)CC(C)(C)C3)ccc1O (stereo not drawn),4%,1%
CCOc1ccc(NCc2cccn2-c2nnc(N3CCC(C(=O)NC(C)c4ccccc4)CC3)s2)cc1 (stereo not drawn),-11%,-1%
CC1CN(c2ccccc2C=O)CC(C)O1 (stereo not drawn),0%,-2%
CCc1ccc(NC(=O)Cn2c(=O)n(CCCC(=O)NCc3ccc4c(c3)OCO4)c(=O)c3ccccc32)cc1,29%,0%

# Going on with the list.
SMILES,AID inh,UDG counterscr
O=Cc1cccn1-c1ccc(F)cc1F,12%,-11%
CCCNc1c(NC(=O)Nc2ccc(F)cc2)c(=O)oc2ccccc12,-5%,-6%
Cc1cccc(N2CCN(C(=O)c3sc4nc5n(c(=O)c4c3C)CCC5)CC2C)c1 (stereo not drawn),?,-25%
CCC(=O)N1CCc2cc(Br)cc(S(=O)(=O)CCC(=O)N(CC)Cc3ccccc3)c21,-9%,0%
Cc1ccc(C(=O)c2oc3ccccc3c2NC(=O)c2cc(-c3ccccc3)on2)cc1,15%,8%
O=C(Cn1ccc2cc(S(=O)(=O)N3CCCCCC3)ccc21)NCCc1ccccc1Cl,-21%,-6%
COc1ccccc1NC(=O)c1cc(S(=O)(=O)N2CCc3ccccc32)ccc1F,3%,5%
CCc1ccccc1NC(=O)c1c(NC(=O)c2ccccc2)sc2c1CCCC2,?,-5%
CCc1ccc(NC(=O)C2CCCN(c3nn4cc(-c5ccc(OC)cc5)nc4s3)C2)cc1 (stereo not drawn),?,18%
COc1ccccc1-c1c(C)nn2c(-c3ccccc3)cc(-c3ccccc3)nc12,-15%,-9%
Cc1cccc(C(=O)NC(Nc2cc(C)ccc2C)C(Cl)(Cl)Cl)c1 (stereo not drawn),-3%,-8%
CC(C)CCNc1nc2c(-c3ccccc3)nnn2c2ccccc12,6%,-5%
CCc1ccccc1NC(=O)Cc1c(C)nc2nc(-c3cccs3)nn2c1C,-5%,5%
CCCCCn1c(=O)[nH]c2cc(C(=O)NCc3ccc(F)cc3)ccc2c1=O,7%,-16%
Cc1nc(-c2ccsc2)sc1C(=O)Nc1ccc2[nH]c(=O)[nH]c2c1,11%,0%
CCOc1ccc(NC(=O)C(=O)NCCc2csc(-c3ccc(C(F)(F)F)cc3)n2)cc1,1%,-1%[57.5 µM]
COc1cc(F)ccc1-c1ccc(=O)n(CC(=O)N2CCC(Cc3ccccc3)CC2)n1,-22%,9%
COCCN1CCC(=O)C(C)C1C (stereo not drawn),1%,-3%
CC(C)(C)c1ccc(C(=O)Nc2ccc(C(=O)OCc3cc(=O)n4ccsc4n3)cc2)cc1,-9%,-5%
CC/C(C)=N\NC(=O)CCCCC(=O)N/N=C(\C)CC,0%,4%
CC(C)(C)c1ccc(COC(=O)C2=COCCO2)cc1,0%,5%
Cn1nc(-c2ccccc2F)c2cc(C(=O)Nc3cc(F)ccc3F)sc21,10%,1%
CC[C@H](C)[C@H](NC(=O)c1ccccc1)C(=O)O,0%,-2%
CC(NC(=O)C(=O)C1C(=O)Nc2ccccc21)C(=O)O (stereo not drawn),15%,3%
CCn1c2c(c(=O)n3ncc(C(=O)Nc4ccc(F)cc4Cl)c13)CN(Cc1ccc(OC)cc1)CC2,17%,-11%

# The closing 3 records of the part before come first, to join the parts:
SMILES,AID inh,UDG counterscr
CC[C@H](C)[C@H](NC(=O)c1ccccc1)C(=O)O,0%,-2%
CC(NC(=O)C(=O)C1C(=O)Nc2ccccc21)C(=O)O (stereo not drawn),15%,3%
CCn1c2c(c(=O)n3ncc(C(=O)Nc4ccc(F)cc4Cl)c13)CN(Cc1ccc(OC)cc1)CC2,17%,-11%
O=C(NCCc1c[nH]c2ccccc12)c1cccc(F)c1,4%,2%
O=C(Cc1ccc(Br)cc1)NC1CCN(C2CC2)C1 (stereo not drawn),-12%,1%
CCOC(=O)COc1ccc(CC)cc1C(=O)c1ccn2nc(-c3ccc(F)cc3)cc2n1,4%,-4%
O=C(NC1CCSc2ccccc21)C1CCCC1 (stereo not drawn),-4%,-9%
CCOc1ccc(-c2nc(Cn3c(=O)cc(C)c4c(C)nn(-c5ccccc5)c43)c(C)o2)cc1,-16%,0%
CC(C)(c1ccccc1)c1ccc(OC(=O)C2CCS(=O)(=O)C2)cc1 (stereo not drawn),-9%,2%
CC1CCc2c(-c3cccc(O)c3)nc3ccc4ccccc4c3c2C1 (stereo not drawn),-7%,-16%
O=C(COc1ccc([N+](=O)[O-])cc1)Nc1ccc2oc(-c3cccc(F)c3)nc2c1,-6%,-2%
CCCSc1ncc(Cl)c(C(=O)Nc2nc3ccc(OCC)cc3s2)n1,?,?
CCN(C(=O)Cn1cnc2onc(-c3ccc(F)cc3)c2c1=O)c1ccc(OC)cc1,?,1%
Nc1nccnc1C(=O)NCCCC1CCCC1,-23%,-18%

# 3 entries from above, ordered by the value under AID inh, low to high.
SMILES	AID inh
CCOc1ccc(-c2nc(Cn3c(=O)cc(C)c4c(C)nn(-c5ccccc5)c43)c(C)o2)cc1	-16%
O=C(Cc1ccc(Br)cc1)NC1CCN(C2CC2)C1 (stereo not drawn)	-12%
O=C(COc1ccc([N+](=O)[O-])cc1)Nc1ccc2oc(-c3cccc(F)c3)nc2c1	-6%
